Assay outcomes (PubChem BioAssay)
CIT2 TOR yeast: yeast TOR pathway CIT2-GFP modulation | AID 2029 | GFP response vs DMSO, % at 10 µM | 320,000 compounds, 0.065% hits | S. cerevisiae CIT2-GFP strain, flow cytometry, 3 h; 100 means same as DMSO wells;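 active = GFP response relative to DMSO above a set limit, near the screen mean plus 3 SD, cut at about 150% in these data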;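 note: ratio of well median GFP fluorescence to mean of DMSO wells on the plate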
RPL19A TOR yeast: modulators of TOR pathway RPL19A-GFP in S. cerevisiae. S. cerevisiae RPL19A-GFP strain, flow cytometry, 3 h; hits give low values. percent response vs DMSO, % at 10 µM. 330,000 compounds, 0.3% hits;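 active = percent response vs DMSO below 50%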;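 note: median channel GFP fluorescence of the barcoded RPL19A-GFP strain; ratio of sample median GFP to plate DMSO average so 100% = DMSO; lower means less RPL19A-GFP as with rapamycin TOR inhibition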
procasp3 activ: activates human procaspase-3 | recombinant procaspase-3 D3A, Ac-DEVD-pNA absorbance 405 nm | activation, % at 8.5 µM | 330,000 compounds, 0.11% hits | AID 463141;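 active = activation above the mean of all tested compounds plus 3 SD, cut at about 21% in these data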;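 note: 0% = DMSO alone and 100% = DMSO wells spiked with extra 5 µM PC-3 D3A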
Target sequence (P42574 whole entry D9A/D28A/D175A): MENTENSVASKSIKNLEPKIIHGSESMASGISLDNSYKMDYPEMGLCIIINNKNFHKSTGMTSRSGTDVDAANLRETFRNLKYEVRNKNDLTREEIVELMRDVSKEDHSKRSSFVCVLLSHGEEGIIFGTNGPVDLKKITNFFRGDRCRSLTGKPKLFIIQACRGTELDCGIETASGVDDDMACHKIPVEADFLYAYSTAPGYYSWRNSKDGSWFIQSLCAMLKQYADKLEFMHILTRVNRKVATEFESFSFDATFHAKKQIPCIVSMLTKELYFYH
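System: Procaspase-3 D3A mutant. Medium: Zinc-free 300 mM NaCl, 50 mM HEPES, 0.01% Triton X-100. Schedule: 1 h preincubation plus 2 h reaction at 25 °C. Measured by: 405 nm absorbance of p-nitroaniline, reads at 0 and 120 min. Read-out: percent activation relative to control range.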
MEP2-GFP yeast: alters MEP2-GFP fluorescence in TOR pathway yeast screen. S. cerevisiae MEP2-GFP strain, flow cytometry GFP, 3 h; 100% = DMSO control level. GFP response vs DMSO, % at 10 µM. 330,000 compounds, 0.51% hits. AID 2016;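 active = GFP response versus DMSO above a set limit, roughly screen mean plus 3 SD, cut at about 180% in these data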;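 note: median GFP fluorescence of the barcode-gated MEP2-GFP cells per well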
AHR act: activates the human aryl hydrocarbon receptor | P35869 | AHR-responsive luciferase reporter cells, luminescence | activation, % at 5 µM | 320,000 compounds, 2.5% hits; in the data active = activation above about 47%;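 note: 0% = vehicle wells and 100% = reference agonist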
LAP4 TOR yeast: yeast TOR pathway LAP4-GFP modulation; S. cerevisiae LAP4-GFP multiplex, flow cytometry GFP, 3 h; median GFP as percent of DMSO wells; GFP response vs DMSO, % at 10 µM; 320,000 compounds, 0.34% hits;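 active = GFP response vs DMSO above a set limit, about the screen mean plus 3 SD, cut at about 150% in these data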
AGP1 TOR yeast: modulators of TOR pathway AGP1-GFP in S. cerevisiae; 320,000 compounds, 0.02% hits; GFP response vs DMSO, % at 10 µM; AID 2066; S. cerevisiae AGP1-GFP multiplex flow cytometry, 3 h; GFP as percent of DMSO wells;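 active = GFP response relative to DMSO above a set limit, near screen average plus 3 SD, cut at about 150% in these data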;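 note: median GFP channel fluorescence of the gated AGP1 strain per well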
proCasp7 act: counter-screen: procaspase-7 (human) activation; recombinant procaspase-7, Ac-DEVD-pNA absorbance 405 nm; D23A/D198A/D206A triple mutant, cannot self-cleave; scale: DMSO 0, 5 µM enzyme 100; P55210; 330,000 compounds, 0.093% hits; AID 463210; activation, % at 8.5 µM;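 active = percent activation above the screen-wide mean plus 3 SD, cut at about 25% in these data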
Target sequence (P55210 whole entry D23A/D198A/D206A): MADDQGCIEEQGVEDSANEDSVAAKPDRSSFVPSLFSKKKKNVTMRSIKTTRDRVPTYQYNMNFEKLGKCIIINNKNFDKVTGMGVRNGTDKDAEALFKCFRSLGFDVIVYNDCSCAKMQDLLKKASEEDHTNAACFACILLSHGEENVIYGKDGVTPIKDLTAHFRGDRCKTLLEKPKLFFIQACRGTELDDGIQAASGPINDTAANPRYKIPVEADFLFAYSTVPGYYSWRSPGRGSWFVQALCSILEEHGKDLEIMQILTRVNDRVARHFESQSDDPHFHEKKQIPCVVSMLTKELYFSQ
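Assay system: Uncleavable procaspase-7 mutant enzyme / Input: 2 µM procaspase-7 mutant as dispensed / Dosing: single nominal 8.5 µM compound dose, 0.8% DMSO final / Timing: 1 h enzyme–compound preincubation and 2 h substrate reaction, both 25 °C / Detection: p-Nitroaniline absorbance at 405 nm, read at 0 and 120 min / Replication: singlicate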
* hit, by the source's call; . = no result given. Not a hit list (roughly 3.5% active in at least one column).

SMILES	CIT2 TOR yeast	RPL19A TOR yeast	procasp3 activ	MEP2-GFP yeast	AHR act	LAP4 TOR yeast	AGP1 TOR yeast	proCasp7 act
Cc1ccc(-n2ncc(C#N)c2N)cc1	92	95	-7	96	3	106	97	11
COc1c(Cl)cnn(-c2cccc(C)c2)c1=O	103	104	-5	105	10	104	104	-10
O=C(CCC(=O)N1CCOc2ccc(Cl)cc21)NCc1ccccc1	107	115	-6	103	0	109	117	13
O=C(c1ccc(S(=O)(=O)NCc2ccco2)cc1)N1CCCC1	99	97	7	102	0	101	105	0
CC1CCC(C(C)C)C(OCC(O)CNC(C)(C)C)C1 (configuration not stated)	102	98	10	97	1	96	90	9
Cc1nc2ccccc2c(=O)n1/N=C/c1ccc(OC(F)F)cc1	77	101	2	102	0	93	81	-1
COC(=O)c1ccc(CSc2nnc(SCc3ccc(C(=O)OC)o3)s2)o1	97	95	-7	94	-1	100	98	-6
CN1CCN(NC(=O)c2cc(S(=O)(=O)N3CCOCC3)c(Cl)cc2Cl)CC1	103	104	-3	106	0	93	100	0
CCC1=C(OC(=O)N(CC)CC)N2C(=O)OC(=NCC3CC3)[C@]2(Cc2ccccc2)[C@H]2C1=CC[C@H]1C(=O)N(C)C(=O)[C@H]12	94	98	14	100	1	96	100	-1
CCOC(=O)C1=C(CSc2nc(-c3ccncc3)ccc2C#N)OC(N)=C(C#N)C1c1ccc(OC)cc1 (configuration not stated)	94	96	-4	95	2	98	101	-12
Cc1ccc(S(=O)(=O)N/N=c2\sc3ccccc3n2C)cc1	101	102	-4	117	23	95	92	0
O=C(Cn1cnc2ccccc21)Nc1ccccc1-c1ccccc1	93	101	6	108	-2	97	95	4
O=C(CSc1ccccn1)N1CCN(S(=O)(=O)c2ccc(Cl)cc2)CC1	100	102	-9	94	0	119	115	-10
O=C1CC(C(=O)NCc2ccccc2)C2(CCCC2)O1 (configuration not stated)	92	94	-10	99	-2	95	95	-7
Cn1c(N)c(Sc2ccc([N+](=O)[O-])cc2)c(=O)n(C)c1=O	98	99	5	94	0	98	102	4
COc1cc(NC(=O)CSc2ccccc2)c(C(=O)O)cc1OC	103	106	0	104	2	95	99	5
Cn1cnc([N+](=O)[O-])c1Sc1ccc(Br)cc1	107	104	1	104	1	90	98	2
Cc1[nH]c2ccccc2c(=O)c1CN(C)Cc1ccccc1	100	113	-2	108	3	114	115	-6
Cc1ccc(NC(=O)c2ccc(-n3cccn3)nc2)cc1	.	96	-1	100	-6	108	101	-1
O=C(NCC(O)c1ccc2ccccc2c1)c1c(F)cccc1F (configuration not stated)	102	99	-10	103	1	100	99	4
CCn1c(CC(=O)Nc2ccc(Cl)c(Cl)c2)nnc1SCc1ccc(Cl)cc1	89	92	3	95	1	88	86	8
O=C(OCCCc1cc2ccccc2c(=O)o1)c1ccc2c(c1)OCO2	90	97	9	91	3	106	96	10
Cc1ccc(CNC(=O)C(NS(=O)(=O)c2cccc3nsnc23)C(C)C)cc1 (configuration not stated)	101	105	-5	104	0	97	94	-2
CC(C)(C)CC(=O)Nc1nnc(-c2cccs2)s1	87	97	-2	93	50*	99	98	-1
O=S(=O)(Nc1ccc(-c2cn3cccnc3n2)cc1)c1ccccc1	104	108	4	103	2	108	106	-2
CC(=O)Nc1ccc(NC(=O)C(C)OC(=O)CNC(=O)c2sc3ccccc3c2Cl)cc1 (configuration not stated)	103	101	6	98	0	102	101	4
COC(=O)c1ccccc1NC(=O)C1CCN(c2ncnc3c2nc2n3CCCCC2)CC1	95	91	1	90	1	97	91	0
CC(=O)C1=C(O)C(=O)N(c2ccc(S(N)(=O)=O)cc2)C1c1ccccc1F (configuration not stated)	99	105	-1	98	3	101	108	-7
Cc1cc2n(c(=O)c1C#N)CCCN2c1cccc(Cl)c1	88	97	-4	89	1	96	99	-6
COc1ccc(CCN(C)C(=O)Cn2c(=O)oc3ccccc32)cc1OC	96	100	2	100	0	87	90	2
Cc1cccc(OCCOCCN2CCNCC2)c1C	111	106	-11	117	1	98	97	-2
CCC(=O)Nc1nc2ccccc2n1Cc1ccc(Cl)cc1	77	102	12	100	3	94	91	11
Cn1c(NC(=O)c2ccco2)c(-c2ccccc2Cl)c(=O)c2ccccc21	100	105	-4	111	3	114	107	3
COc1ccc(OCCOC(=O)CNC(=O)c2ccc(C)cc2)cc1	71	99	-9	97	-3	110	92	-2
Nc1ccc(Nc2ccccc2N)cc1	93	97	3	102	11	109	96	-3
CC1(CCBr)C(=O)N(c2ccccc2)c2ccccc21 (configuration not stated)	104	104	0	113	0	92	109	-6
C=C(C(=O)O)C(CCCCCC)C(=O)O (configuration not stated)	98	95	0	108	1	100	98	16
CC(=O)c1c(N2CCCCC2)nc(=S)n(Cc2ccccc2)c1C	99	101	0	111	-2	102	106	12
Cc1cccc(-c2cccc(NC(=O)C3CCCN(C(=O)c4cccnc4)C3)c2)c1 (configuration not stated)	81	100	.	98	.	83	88	.
Cc1cc(C2C(C#N)=C(N)SC(N)=C2C#N)c(C)s1	99	101	-25	109	4	98	101	-19
COCCNC(=S)N(Cc1cccnc1)Cc1ccc(OC)c(OC)c1	95	98	-1	104	0	100	100	3
CCN1CCN(CC(=O)N2N=CCC2c2ccccc2)CC1 (configuration not stated)	103	111	3	101	-2	116	118	6
CCOc1ccc(NC(=O)Cn2c(=O)oc3cc(Cl)ccc32)cc1	103	103	10	105	0	91	94	11
COc1cccc(N2CCN(c3ccc4nnc(CCC(=O)N5CCC(C)CC5)n4n3)CC2)c1	102	95	2	101	0	91	97	3
C=C(C)CCC(C)N1CCC(n2nccc2NC(=O)CCOc2ccccc2)CC1 (configuration not stated)	97	95	6	93	9	91	93	-1
CCOC(=O)c1cnc2ccc(C)cc2c1N(C)Cc1ccccc1	102	105	-4	104	19	99	100	-9
Cc1ccc(NC(=O)CN(C)C(=O)CCOc2cccc(C)c2)cc1	96	100	-1	103	2	101	101	10
CCOC(=O)CCNC(=O)c1ccc2nc(C3CCCCC3)oc2c1	112	101	-3	102	4	99	101	13
CN(C(=O)Nc1ccc(Cl)cc1Cl)[C@H]1c2cc(Br)ccc2OC[C@H]1CO	.	98	1	102	0	98	97	-14
ON=C1c2ccccc2-c2ccccc21	98	110	1	101	2	114	85	-3

Carrying on:
SMILES	CIT2 TOR yeast	RPL19A TOR yeast	procasp3 activ	MEP2-GFP yeast	AHR act	LAP4 TOR yeast	AGP1 TOR yeast	proCasp7 act
O=c1nc(Nc2ccccc2)sc2ccc([N+](=O)[O-])cc12	106	105	4	106	18	98	107	-11
COc1ccc2c(c1)sc1nc(=O)ccn12	101	101	-1	103	-1	88	98	5
FC(F)(F)c1cc(-c2ccccc2)nc(NCc2cccs2)n1	100	100	5	104	5	99	103	-7
Cc1ccc(Cl)cc1NC(=O)NCc1cccnc1	90	119	.	107	.	77	88	.
CCOC(=O)CCN	92	100	14	95	1	109	89	5
O=[N+]([O-])c1ccc(Nc2ccccc2O)c2nonc12	113	108	.	119	.	111	104	.
COc1ccc(C(=O)N(C)C2CCCCC2)cc1S(=O)(=O)N1CCOCC1	84	96	-3	99	0	99	97	3
O=C(O)c1cccc(N2C(=O)CSC2c2c(F)cccc2Cl)c1 (configuration not stated)	105	106	5	99	-2	103	104	-4
O=C(NC(=S)N(Cc1ccccc1)c1ccccn1)C1CC1	104	103	-7	107	1	91	103	1
Cc1[nH]ccc(=O)c1Cc1c(Cl)cccc1Cl	96	99	2	98	0	100	99	4
O=C(COc1ccc(Cl)cc1Cl)NN=C1CCCCC1	95	99	3	101	10	93	101	-6
COC(c1ccccc1)c1nnc(CCC(=O)NCc2cccc(-n3cccn3)c2)o1 (configuration not stated)	106	99	4	108	8	95	98	-15
CC(=O)Oc1ccc(/C=C2/CCc3ccccc3C2=O)cc1	96	109	-4	100	1	106	104	-18
C/C(=N\NC(=O)c1ccc(NS(=O)(=O)c2cccs2)cc1)c1ccc2ccccc2c1	107	98	9	108	8	87	98	6
CN1CCN(NC(=O)NC2CCCCC2)CC1	102	113	5	105	-1	81	100	5
Cc1cc(C)cc(OCC(=O)NCc2cc(C)nc3ccccc23)c1	105	103	3	102	34	98	100	4
Cn1c(=O)c(C(=O)c2ccc(S(C)(=O)=O)c(Cl)c2Cl)c(O)c2ccccc21	84	99	0	92	18	101	98	7
Nc1c2c(nn1-c1ccc(F)cc1)CSC2	93	95	-12	93	1	87	92	-1
O=c1c(-c2ccco2)[n+]([O-])c2ccccc2n1OCc1ccccc1	119	88	1	67	61*	95	86	0

In the list so far, these contain an aryl methoxy group:
SMILES	CIT2 TOR yeast	RPL19A TOR yeast	procasp3 activ	MEP2-GFP yeast	AHR act	LAP4 TOR yeast	AGP1 TOR yeast	proCasp7 act
COc1c(Cl)cnn(-c2cccc(C)c2)c1=O	103	104	-5	105	10	104	104	-10
CCOC(=O)C1=C(CSc2nc(-c3ccncc3)ccc2C#N)OC(N)=C(C#N)C1c1ccc(OC)cc1 (configuration not stated)	94	96	-4	95	2	98	101	-12
COc1cc(NC(=O)CSc2ccccc2)c(C(=O)O)cc1OC	103	106	0	104	2	95	99	5
COc1ccc(CCN(C)C(=O)Cn2c(=O)oc3ccccc32)cc1OC	96	100	2	100	0	87	90	2
COc1ccc(OCCOC(=O)CNC(=O)c2ccc(C)cc2)cc1	71	99	-9	97	-3	110	92	-2
COCCNC(=S)N(Cc1cccnc1)Cc1ccc(OC)c(OC)c1	95	98	-1	104	0	100	100	3
COc1cccc(N2CCN(c3ccc4nnc(CCC(=O)N5CCC(C)CC5)n4n3)CC2)c1	102	95	2	101	0	91	97	3
COc1ccc2c(c1)sc1nc(=O)ccn12	101	101	-1	103	-1	88	98	5
COc1ccc(C(=O)N(C)C2CCCCC2)cc1S(=O)(=O)N1CCOCC1	84	96	-3	99	0	99	97	3
